NCI-60 one-dose screen, 48 h, at 10 µM unless noted. Numbers give growth in % (100 = growth as untreated, 0 = no growth, -100 = all killed).
TK-10: TK-10 renal cancer cells; AID 1794769; 3.9% of 81,000 active
NCI-H522: NCI-H522 lung cancer | 8% of 78,000 active | AID 1794739
UO-31: UO-31 renal cancer; 5.2% of 81,000 active; AID 1794768
CAKI-1: CAKI-1 renal cancer | 4.7% of 75,000 active
NCI-H460: NCI-H460 lung cancer; 6.8% of 82,000 active
NCI-H322M: NCI-H322M lung cancer. 2.7% of 80,000 active. AID 1794733
ACHN: ACHN renal cancer | 4.9% of 81,000 active
RXF 393: RXF 393 renal cancer cells | 6.9% of 77,000 active
786-0: 786-0 renal cancer cells | 5.1% of 81,000 active | AID 1794775
Starred values were filed as active, the others as inactive; / = no result given; & = joins results of further samples. Rule for the calls: active = growth percent below 10; inactive = the rest. Only part of the results is shown, so the mix of outcomes need not match the whole.

SMILES	TK-10	NCI-H522	UO-31	CAKI-1	NCI-H460	NCI-H322M	ACHN	RXF 393	786-0
CCOC(=O)N[C@H]1CCc2c(Br)c(OC)c(OC)c(OC)c2-c2ccc(SC)c(=O)cc21	42	13	27	3.9*	-7.9*	35	24	13	9.3*
CC1CNC(=S)N1 (stereo not drawn)	92	89	93	96	106	112	102	115	100
Cn1c(=O)c2[nH]c(N3CCN(CCCl)CC3)nc2n(C)c1=O	90	91	90	/	111	104	/	121	100
CSc1ncc(Br)c(N2CC2)n1	124	134	67	84	105	116	111	110	92
CCCCC(=O)c1ccccc1	101	81	93	/	112	96	103	126	103
O=S(=O)(F)c1ccc(Cl)cc1C[P+](c1ccccc1)(c1ccccc1)c1ccccc1	83	68	79	89	96	95	90	117	110
C[C@]12CCc3nc(-c4cccc(Oc5ccc(C(F)(F)F)cn5)c4)sc3C1=CC[C@@H]1[C@@H]2CC[C@]2(C)C(=O)CC[C@@H]12	92	91	82	92	102	93	101	98	103
Brc1ccc2ccccc2c1	107	/	82	105	109	100	104	122	110
O=C(O)CCOC(C[N+](=O)[O-])C(Cl)(Cl)Cl (stereo not drawn)	104	88	77	98	108	88	107	/	99
Cc1ccc(C(O)(C(=O)O)c2ccc(C)cc2)cc1	98	77	82	98	106	99	93	107	102
Nc1nc(N)nc(N)n1	96	110	96	94	106	96	105	/	98
CC(C)(C)c1ccc(O)cc1	105	112	96	103	106	104	106	123	100
CC1=CC(=O)C2=C(C)CC(O)[C@@H]3[C@H](OC(=O)[C@@H]3C)[C@@H]12 (stereo partly drawn)	100	86	81	90	104	104	102	110	105
Cc1cc(C(C)(C)c2cc(C)c(O)c(C)c2)cc(C)c1O	85	74	81	64	99	97	87	71	80
O=C1c2ccccc2C(=O)N1N1CC1c1ccccc1 (stereo not drawn)	107	86	91	96	111	92	104	107	99
CCCCC/C=C/C(C)=C/C1CC(C)C/C=C/CCC(O)C(OC(N)=O)CCC(C)CC(OC(N)=O)C(C)C(=O)O1 (stereo not drawn)	95	79	62	73	73	96	82	106	74
COc1ccc(C(O)P(=O)(OC)OC)cc1 (stereo not drawn)	93	94	88	108	107	98	103	118	100
COCCOCCOCCOc1ccc(-n2cc(CCCN(CCNc3ccnc4cc(Cl)ccc34)C(=O)CCC(=O)O[C@@H]3O[C@@H]4OC5(C)CC[C@H]6[C@H](C)CC[C@@H]([C@H]3C)[C@@]46OO5)nn2)cc1	52	1.2*	16	40	52	69	47	34	47
CC(Cl)[N+](=O)[O-] (stereo not drawn)	112	103	86	95	110	110	127	119	113
CC(C)CCC1C(=O)NC(=O)NC1=O	84	79	87	102	98	94	100	117	104
CC(=O)O[C@H](C[C@H](C(C)C)N(C)C(=O)[C@@H](NC(=O)[C@H]1CCCN1C)C(C)C)c1nc(C(=O)N[C@@H](Cc2ccccc2)C[C@H](C)C(=O)O)c(C)s1	42	-25*	49	/	5.7*	52	27	62	22
O=[N+]([O-])c1cccc(Cl)c1O	99	89	95	96	109	111	105	114	98
O=C(NCCCN1CC1)C(=O)NCCCN1CC1	85	75	87	47	78	97	87	/	97
CCCCOc1nc2cc(Cl)ccc2cc1C(c1c(O)c2ccccc2oc1=O)c1cn(CCCC)c2ccccc12 (stereo not drawn)	106	93	91	93	110	104	110	/	105
Clc1cccc(Cl)c1Cl	87	65	85	/	107	100	/	122	96
O=S(=O)(c1ccccc1)C(Br)Br	118	/	88	94	105	98	109	111	98
COc1cccc(CNC(=O)CN2CCCC2=O)c1O	104	59	102	94	101	106	98	103	100
CC(=O)[C@H]1CC[C@H]2[C@@H]3CC[C@@H]4C[C@H](O)CC[C@]4(C)[C@H]3[C@H](O)C[C@]12C	104	/	71	95	115	91	101	108	102
C=C1CC[C@H]2C[C@@H]1[C@@]21CO[C@@]2(C=C(C)C(=O)O2)[C@H]1O	103	105	88	90	116	108	116	116	105
Cc1ccc(C(=O)NCCCOc2ccc(N)cc2Cl)cc1S(=O)(=O)F	97	74	71	93	102	87	105	/	86
Cn1ncc(Nc2ccc(CCN)cc2)c(Cl)c1=O	109	98	67	75	125	97	110	103	102
N[C@H]1C=C(C(=O)O)CC1=C(F)F	88	88	91	/	104	95	/	120	99
Cc1nnc([S-])s1.[Au+].c1ccc([PH+](c2ccccc2)c2ccccc2)cc1	-62*	-75*	-3.9*	-27*	57	84	-89*	-85*	-30*
COc1cc(OC)c(S(=O)(=O)N(CCCl)CCCl)cc1C(C)=O	101	99	85	98	106	107	102	104	109
C=CCOCC1CO1 (stereo not drawn)	100	92	79	100	115	111	98	120	110
CC1(C)N=C(N)N=C(N)N1c1ccc(C(=O)Nc2cccc(S(=O)(=O)F)c2)cc1	121	110	93	91	103	/	99	108	108
O=C(O)C(Cl)Cc1cnc[nH]1 (stereo not drawn)	101	94	84	101	100	106	95	121	104
Cc1[nH]c2ccccc2c1CN1CCCCC1	104	112	95	104	104	103	104	113	106
C=CC[PH+](c1ccccc1)c1ccccc1.C=CC[PH+](c1ccccc1)c1ccccc1.[Pt+2].[S-]c1ncccn1.[S-]c1ncccn1	-3.5*	-46*	-95*	5.3*	92	85	-43*	-78*	20
O=C1N(c2nncs2)CCN1[N+](=O)[O-]	96	92	81	95	105	108	104	109	94
C=CCN(CC=C)C(=O)CCN1CC1C (stereo not drawn)	105	100	78	86	125	109	99	106	108
CCN(CC)C1CCCCC1	94	95	94	92	100	107	99	113	96
CC[C@H](CC[C@@H](C)[C@H]1CC[C@H]2[C@@H]3CC[C@H]4C[C@]5(CC[C@]4(C)[C@H]3CC[C@]12C)OO[C@](C)(C(F)(F)F)O5)C(C)C	109	93	79	82	95	92	99	106	97
Clc1ccc2c(c1)C(c1ccccc1Cl)=NCC(SCCN1CCOCC1)=N2	111	91	72	76	106	108	97	112	109
CN(C)CCCOc1ccc2c(c1)c(C(=O)C(=O)NCCO)cn2Cc1ccccc1	116	99	84	91	105	105	99	89	93
N#CC(N)c1ccccc1 (stereo not drawn)	109	109	86	102	102	113	105	112	105
CC(C)COC(C(=O)OCCN(C)C)(c1ccccc1)c1ccccc1	98	106	83	87	103	105	100	108	86
CN(CCOCCC(=O)NCCCC(O)(P(=O)(O)O)P(=O)(O)O)C(=O)Oc1ccc2c(c1)OCC(c1ccc(F)cc1)C2=O (stereo not drawn)	111	96	102	85	107	97	102	111	98
COc1cc(C)c(C[N+](C)(C)C)c(OC)c1	99	101	108	113	112	116	111	114	95
CC(=O)[O][Hg][c]1nc2c(c(=O)n(C)c(=O)n2C)n1C	110	/	104	84	99	96	112	98	102
The list goes on.
SMILES	TK-10	NCI-H522	UO-31	CAKI-1	NCI-H460	NCI-H322M	ACHN	RXF 393	786-0
NC(=O)C[N+](=O)[O-]	114	105	95	100	100	127	105	105	108
O=[N+]([O-])c1cc(Cl)c(Cl)c([N+](=O)[O-])c1Cl	81	-87*	5.5*	-71*	100	123	-30*	55	114
CN[C@@]1(c2ccccc2Cl)CCCC[C@@H]1NC1CCCC1	92	84	84	89	103	97	102	102	94
COc1ccccc1-c1nc2c(s1)CC[C@@]1(C)C2=CC[C@@H]2[C@@H]1CC[C@]1(C)C(=O)CC[C@@H]21	107	100	93	89	110	106	106	109	102
N#C[C@]1(Cl)CC2CCC1C2 (stereo partly drawn)	129	101	74	107	120	134	110	116	108
C#CC1(O)CCC2(C)C(CCC3C4CCC(=O)C4(C)CCC32)C1 (stereo not drawn)	92	87	87	/	102	/	98	110	97
N#CC(CCN1CCOCC1)(c1ccccc1)c1ccccc1	96	97	89	98	105	106	113	101	101
CCCCOP(=O)(N1CCOCC1)N1CCOCC1	105	/	94	97	116	128	116	122	110
CC/C=C(\C)C1(CCC)C(=O)NC(=O)NC1=O	92	93	106	62	107	99	104	/	103
C/C=C(\C)C1(CCC)C(=O)NC(=S)NC1=O	100	96	95	93	106	/	98	107	115
CN(Cc1ccc(C(F)(F)F)cc1)CC(O)C(=O)Nc1ccc(C#N)c(C(F)(F)F)c1 (stereo not drawn)	95	66	78	89	102	101	98	106	96
N#Cc1c(-n2c(Br)c(Br)c3cc(Br)ccc32)[nH]c2c(Br)cc(Br)cc12	-2.6*	-15*	1.7*	-3.4*	-2.0*	1.0*	1.4*	-32*	-19*
O=c1ccc(=O)[nH][nH]1	111	107	102	/	112	115	116	113	90
C#CC1(O)CCC2C3CC=C4CC(O)CCC4(C)C3CCC21C (stereo not drawn)	95	/	80	93	104	96	101	104	104
C=CCCCCCCCCC(=O)O	106&88&99	93&82&95	93&84&85	92&107&95	113&109&115	98&102&108	106&111&100	29&107&103	110&103&90
COc1c2c(cc3c1OCO3)CCN(C)C2	129	92	91	100	116	105	100	121	96
Nc1ccc(OCc2ccc(C(=O)Nc3cccc(S(=O)(=O)F)c3)cc2)c(Cl)c1	/	41	68	83	98	/	66	65	84
Cn1cc(C2=C(c3cn(C4CCN(Cc5ccccn5)CC4)c4ccccc34)C(=O)NC2=O)c2ccccc21	56	49	48	51	75	37	64	91	80
CNC(=O)Oc1ccc(C(=O)OCCO)cc1	103	94	83	94	108	/	110	109	100
CCN(CC)CCOC(=O)C(OCC(C)C)(c1ccccc1)c1ccccc1	83	80	85	88	97	97	96	101	76
CN(C)c1nn[nH]n1	109	107	96	96	102	109	114	86	/
O=C(O)CC(O)C(Cl)(Cl)Cl (stereo not drawn)	109	98	90	94	104	/	101	100	107
CC1CN1P(=O)(OCCCl)N1CC1C (stereo not drawn)	95	/	94	/	109	89	108	109	97
O1[As]2O[As]3O[As]1O[As](O2)O3	3.9*	-63*	-7.0*	-20*	3.9*	38	28	-48*	11
CC(C)OC(=O)[C@H](C)NP(=O)(Oc1ccccc1)C1CCCN(O)C1=O (stereo partly drawn)	100	98	86	104	105	85	79	57	94
COc1ccc(O)c2c(=O)c3c(OC)cc4c(c3oc12)[C@@H]1C=CO[C@@H]1O4	37	42	52	36	8.7*	42	5.6*	62	75
O=C(Cc1ccc([N+](=O)[O-])cc1)Nc1ccc(S(=O)(=O)F)cc1	86	73	70	79	95	/	90	87	74
CNC(=O)O/N=C(/C)c1ccc(Cl)cc1	92	97	84	98	113	/	129	110	91
O=C(N/N=C/c1ccc(N(CCCl)CCCl)cc1)c1ccc(C(=O)N/N=C/c2ccc(N(CCCl)CCCl)cc2)cc1	108	/	84	70	34	88	39	53	35
Cc1cc2ccccc2cc1C	109	106	105	101	117	146	112	128	106

For reference, some entries already given.
SMILES	TK-10	NCI-H522	UO-31	CAKI-1	NCI-H460	NCI-H322M	ACHN	RXF 393	786-0
C#CC1(O)CCC2C3CC=C4CC(O)CCC4(C)C3CCC21C (stereo not drawn)	95	/	80	93	104	96	101	104	104
C=CCCCCCCCCC(=O)O	106&88&99	93&82&95	93&84&85	92&107&95	113&109&115	98&102&108	106&111&100	29&107&103	110&103&90
COc1c2c(cc3c1OCO3)CCN(C)C2	129	92	91	100	116	105	100	121	96
Nc1ccc(OCc2ccc(C(=O)Nc3cccc(S(=O)(=O)F)c3)cc2)c(Cl)c1	/	41	68	83	98	/	66	65	84
Cn1cc(C2=C(c3cn(C4CCN(Cc5ccccn5)CC4)c4ccccc34)C(=O)NC2=O)c2ccccc21	56	49	48	51	75	37	64	91	80
CNC(=O)Oc1ccc(C(=O)OCCO)cc1	103	94	83	94	108	/	110	109	100
CCN(CC)CCOC(=O)C(OCC(C)C)(c1ccccc1)c1ccccc1	83	80	85	88	97	97	96	101	76
CN(C)c1nn[nH]n1	109	107	96	96	102	109	114	86	/
O=C(O)CC(O)C(Cl)(Cl)Cl (stereo not drawn)	109	98	90	94	104	/	101	100	107
CC1CN1P(=O)(OCCCl)N1CC1C (stereo not drawn)	95	/	94	/	109	89	108	109	97
O1[As]2O[As]3O[As]1O[As](O2)O3	3.9*	-63*	-7.0*	-20*	3.9*	38	28	-48*	11
CC(C)OC(=O)[C@H](C)NP(=O)(Oc1ccccc1)C1CCCN(O)C1=O (stereo partly drawn)	100	98	86	104	105	85	79	57	94
COc1ccc(O)c2c(=O)c3c(OC)cc4c(c3oc12)[C@@H]1C=CO[C@@H]1O4	37	42	52	36	8.7*	42	5.6*	62	75
O=C(Cc1ccc([N+](=O)[O-])cc1)Nc1ccc(S(=O)(=O)F)cc1	86	73	70	79	95	/	90	87	74
CNC(=O)O/N=C(/C)c1ccc(Cl)cc1	92	97	84	98	113	/	129	110	91
O=C(N/N=C/c1ccc(N(CCCl)CCCl)cc1)c1ccc(C(=O)N/N=C/c2ccc(N(CCCl)CCCl)cc2)cc1	108	/	84	70	34	88	39	53	35
Cc1cc2ccccc2cc1C	109	106	105	101	117	146	112	128	106

(further entries)
SMILES	TK-10	NCI-H522	UO-31	CAKI-1	NCI-H460	NCI-H322M	ACHN	RXF 393	786-0
Cc1ccc(S(=O)(=O)N(C)N=O)cc1	100	97	82	105	106	99	102	107	108
ClCc1ccco1	97	90	98	97	103	97	109	100	100
N#Cc1c(F)cc(-n2c(C(=O)N3CC(F)C3)cc3cccnc32)cc1F	108	96	80	94	103	104	101	121	104
CC(=O)c1ccc(N2CCNCC2)cc1	94	81	91	86	98	94	103	96	123
CCC(N)Cc1c[nH]c2ccccc12 (stereo not drawn)	129	103	77	101	97	107	99	105	102
CCOP(=O)(OCC)/C(C#N)=C/c1nc[nH]c1C	99	94	87	94	99	116	109	93	105
Clc1ccc(SSC(Cl)(Cl)Cl)cc1	/	107	100	119	101	112	102	112	106
[N-]=[N+]=NS(=O)(=O)c1cccc([N+](=O)[O-])c1	104	96	89	90	97	110	95	102	94
Oc1ccccc1-c1ccccc1O	105	100	99	106	108	129	110	106	109
CCCCCCCCSP(=S)(N1CC1)N1CC1	100	83	80	/	110	94	105	109	101
CC(C)[N+](C)(C)CCC(C(N)=O)(c1ccccc1)c1ccccc1	113	108	89	90	110	108	109	113	99
CN(C)CC1(N)C(=O)NC(=O)NC1=O	98	96	96	96	107	104	101	101	102
S=P1(c2ccccc2)Nc2ccccc2S1 (stereo not drawn)	122	89	70	97	111	97	103	121	98
